TRHR agonist: activates the human TRH receptor; P34981; TRHR cells, calcium flux fluo-8, FDSS agonist mode; activation, % at 2 µM; 360,000 compounds, 0.18% hits; AID 493084; in the data active = activation above about 30%; also: 0% is about no effect
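In this calcium-flux screen, cells bearing human TRHR are dye-loaded with fluo-8, baselined for 10 cycles, then exposed to library compounds; positive kinetic calcium responses during the agonist phase mark hits, with TRH as control.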
TRHR enhancer: allosteric enhancers of human TRH receptor; P34981; TRHR cells, fluo-8 calcium fluorescence, EC20 TRH enhancement; enhancement, % at 2 µM; 360,000 compounds, 0.66% hits; AID 493056; in the data active = enhancement above about 30%; also: 0% is about no effect
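TRHR-expressing cells loaded with fluo-8 calcium dye were read kinetically (ex 480/em 530) during compound addition, then stimulated with an EC20 of TRH (10 nM final). Enhancement of the Gq-mediated intracellular calcium response was scored.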
RXFP1 agonist: RXFP1 (human) receptor agonism; HEK293T-RXFP1 cAMP TR-FRET, 30 min; response scale: percent of porcine relaxin response, buffer zero; Q9HBX9; Potency, µM (highest dose often 57.5 µM), for inactives: at the top dose activation, actives largely listed as activators; 370,000 compounds, 0.3% hits; AID 2676; also: potency is read from the fitted curve at half-maximal effect; % is scaled to controls: 0 for no effect and ±100 for the full control effect; nearly all actives have a fitted effect of over 60% in size; many of its hits are not listed in these tables
Target sequence (Q9HBX9 whole entry, looked up): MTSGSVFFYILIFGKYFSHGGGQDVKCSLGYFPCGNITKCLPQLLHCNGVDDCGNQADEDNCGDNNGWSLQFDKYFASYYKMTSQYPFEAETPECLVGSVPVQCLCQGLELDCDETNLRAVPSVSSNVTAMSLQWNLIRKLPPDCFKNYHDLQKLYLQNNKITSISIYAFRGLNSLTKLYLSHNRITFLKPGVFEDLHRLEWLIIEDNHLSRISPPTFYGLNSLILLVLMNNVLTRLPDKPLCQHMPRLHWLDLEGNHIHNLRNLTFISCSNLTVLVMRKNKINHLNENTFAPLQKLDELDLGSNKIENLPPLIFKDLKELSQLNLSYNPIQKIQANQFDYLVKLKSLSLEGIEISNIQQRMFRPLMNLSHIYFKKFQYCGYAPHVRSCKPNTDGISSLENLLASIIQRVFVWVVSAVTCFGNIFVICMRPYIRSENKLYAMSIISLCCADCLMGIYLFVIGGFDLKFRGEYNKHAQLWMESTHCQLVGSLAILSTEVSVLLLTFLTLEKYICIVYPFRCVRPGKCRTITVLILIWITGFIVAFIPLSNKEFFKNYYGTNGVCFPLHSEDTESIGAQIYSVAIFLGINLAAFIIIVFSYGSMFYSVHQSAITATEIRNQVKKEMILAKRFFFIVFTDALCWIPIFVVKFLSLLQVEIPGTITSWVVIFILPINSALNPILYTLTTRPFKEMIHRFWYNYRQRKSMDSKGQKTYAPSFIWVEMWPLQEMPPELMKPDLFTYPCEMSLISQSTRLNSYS
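Agonist response is measured as cAMP accumulation in an RXFP1-transfected HEK293T line under PDE4 inhibition. Values are scaled between buffer-only and 29 nM porcine relaxin, and EC50s come from standard Hill equation fits.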
Apoferritin bind: binds horse apoferritin like a general anesthetic. 350,000 compounds, 0.074% hits. apoferritin/1-aminoanthracene competitive binding, fluorescence. Potency, µM (titrated, usually from 77.5 µM), without a hit: at the top dose activity change, negative = displacement, hits mostly inhibitors; also: potency is read from the fitted curve at half-maximal effect; % is scaled to controls: 0 for no effect and ±100 for the full control effect; nearly all actives have a fitted effect of over 20% in size
Target sequence (P02791 2-175 limits assumed): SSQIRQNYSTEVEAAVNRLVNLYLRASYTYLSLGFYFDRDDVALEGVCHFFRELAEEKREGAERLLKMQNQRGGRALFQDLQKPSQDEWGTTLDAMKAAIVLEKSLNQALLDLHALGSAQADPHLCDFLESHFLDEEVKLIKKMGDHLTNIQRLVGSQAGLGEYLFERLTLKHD
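Apoferritin-based anesthetic binding model; compound displacement of fluorescent 1-AMA measured as endpoint fluorescence after 10 minutes at room temperature, scaled to free-ligand and complex controls.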
D1 antagonist: blocks dopamine activation of the human D1 receptor; P21728; HEK293 TREx D1 cells, calcium flux, dopamine EC80; hits give low values; activity change, negative = inhibition, % at 10 µM; 360,000 compounds, 3.2% hits; in the data active = activity change below about -30%; also: % is scaled to controls: 0 for no effect and ±100 for the full control effect
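Using tetracycline-induced force-coupled D1 Hek293 cells and a calcium dye, signals were followed for 180 s after compound, then for 180 s after EC80 dopamine, to detect inhibitors.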
D1 agonist: human D1 receptor agonism; activation, % at 2 µM; AID 504660; HEK293 T-REx D1 cells, calcium flux, agonist mode; 360,000 compounds, 1% hits; in the data active = activation above about 30%; also: 0% is about no effect
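Agonism was scored from calcium flux recorded over 180 s (1 read/s) after pintool compound addition, following a 10-cycle baseline. Cells were inducible force-coupled HEK293 TREx D1, plated overnight at 30 C and loaded with no-wash calcium dye.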
D2 PAM: positive allosteric modulators of human D2 dopamine receptor; 340,000 compounds, 0.34% hits; potentiation, % at 10 µM; HEK293 T-REx D2, calcium flux, EC20 dopamine potentiation; P14416; AID 485347;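 active = potentiation over 3 SD above the plate norm, cut at about 30% in these data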; also: 0% is about no effect
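Potentiation of an EC20 dopamine calcium response measured kinetically over 180 s, after a preceding 180 s compound-only read flagging agonists. Cells: inducible Hek293 Trex D2 line, 4000/well, cultured overnight at 30 C before dye loading.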
RXFP1 antagonist: antagonists of human relaxin receptor RXFP1; Q9HBX9; HEK293-RXFP1, relaxin-stimulated cAMP HTRF, 30 min; hits give low values; activity change, negative = inhibition, % at 57.5 µM; 350,000 compounds, 0.59% hits; AID 1259400;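 active = activity change of -60% or lower, but not beyond a set lower limit; inconclusive = change between -60% and -40%, or beyond the set limit; inactive = change above -40%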; also: % is scaled to controls: 0 for no effect and ±100 for the full control effect
D1 potentiator: human D1 dopamine receptor positive modulation; P21728; HEK293 TREx D1 cells, calcium flux, dopamine EC20 potentiation; potentiation, % at 10 µM; 360,000 compounds, 0.036% hits; AID 504651; in the data active = potentiation above about 30%; also: 0% is about no effect
The depositor's hits bear a star; ? = inconclusive; . = no result given. Unless noted, calls follow the shape of the dose curve; as a rule, active = well fitted curve in the direction sought with a large enough effect; inconclusive = small, poorly fitted or top-dose-only effect, or another doubt; inactive = no such curve, though single readings can be large; an effect the other way counts as inactive or inconclusive. The list is partial; rates above refer to the full screens.

TRHR agonist	TRHR enhancer	RXFP1 agonist	Apoferritin bind	D1 antagonist	D1 agonist	D2 PAM	RXFP1 antagonist	D1 potentiator	smiles
0.6	1	4.4%	-24%	-1	1	14	1	2	CCC(C)NC(=O)CSc1nnc(-c2cc(OC)c(OC)c(OC)c2)c(-c2cc(OC)c(OC)c(OC)c2)n1 (stereo not given)
0.0	3	1.0%	-2%	-30*	1	-18	4	-12	Cc1cccc(C(=O)NC2CC3CCCC(C2)N3Cc2ccccc2)c1 (stereo not given)
0.5	-4	-0.7%	?	1	4	-25	10	-1	O=C(CNC(=O)c1ccccc1C(F)(F)F)N/N=C/c1cccs1
1.0	-6	0.0%	-5%	-1	5	-10	-5	-14	CCC(CO)NCc1ccc(Br)cc1 (stereo not given)
-1.1	-4	1.8%	-16%	-21	8	-4	-15	-2	COc1ccccc1NC(=O)CSc1nccn1Cc1ccccc1
1.4	17	3.3%	-21%	4	0	1	17	-3	CC1(C(=O)NC2CCCCCCC2)CC1(Cl)Cl (stereo not given)
-0.9	-3	-1.0%	.	10	0	2	.	5	N#Cc1ccc(C(=O)Nc2cc(-c3ccccc3)nn2-c2ccccc2)cc1
0.1	-1	0.0%	-18%	5	-1	-4	7	-2	CN(C1CCCCC1)S(=O)(=O)c1cccc(C#N)c1
2.1	-11	-0.7%	-18%	17	6	14	-34	4	CC1=NN(c2ccc(Cl)cc2)C(=O)C1C(c1cccc(O)c1)c1c(C)[nH]n(-c2ccc(Cl)cc2)c1=O (stereo not given)
0.1	2	-0.1%	3%	4	1	4	5	0	CSCCC(=O)N1CC[C@@H](N2CCN(c3ccccc3F)CC2)[C@H](O)C1
-0.4	-5	-1.0%	16%	-5	-3	7	-6	2	CCN(c1ncnc2c1cnn2-c1cccc(Cl)c1)C1CCCCC1
-0.2	14	0.3%	.	3	-1	-11	.	5	Cc1ccc2nc3n(c(=O)c2c1)-c1ccccc1C(=O)NC3Cc1ccccc1 (stereo not given)
2.0	-2	2.9%	-5%	-10	0	-33	-2	-4	Cc1ccc(SC2=C(C(=O)O)CCCC2)cc1
0.3	1	2.4%	-9%	-2	2	.	-6	4	O=C(O)C1C2C=CC(O2)C1C(=O)Nc1ccccc1C(F)(F)F (stereo not given)
-0.7	8	0.6%	.	.	-1	-14	.	2	COc1cc2cc(CCCOC(=O)c3cccc(Br)c3)oc(=O)c2cc1OC
-1.7	10	0.7%	-6%	-3	0	1	-5	-1	O=S(=O)(c1ccc2c(c1)oc1ccccc12)N1CCOCC1
0.8	-4	7.1%	-1%	-10	0	-14	1	-2	COCC(=O)Nc1ccc(C)c(Cl)c1
0.1	-4	0.4%	-12%	15	1	-2	9	-3	COC(=O)C(CCSC)NC(=O)c1cn(-c2ccc(OC)cc2)c(=O)c2ccccc12 (stereo not given)
-0.9	3	2.9%	?	2	2	13	.	0	O=C(c1cnc2c(c1)COc1ccccc1-2)c1ccccc1O
0.4	4	2.4%	-6%	35	4	3	.	3	CN(C)CCNC(=O)c1onc(CSc2ccc(F)cc2)c1C(=O)NCCN(C)C
0.4	0	0.6%	-4%	-5	2	1	-1	2	CC(=O)Nc1ccc(Cc2nc3ccccc3[nH]2)cc1
-0.6	0	1.2%	?	7	0	-26	.	-8	COc1ccc(/C=C2\SC(N3CCc4ccccc4C3)=NC2=O)cc1
0.7	-1	0.4%	-7%	-3	1	15	-6	0	COc1cccc(CCNC(=O)CCCC(=O)c2ccccc2)c1
-0.5	10	0.7%	-20%	0	2	-2	-63*	11	O=c1oc2ccccc2c(NC2CCCCC2)c1NS(=O)(=O)c1ccc(F)c(Cl)c1
1.9	11	2.6%	2%	-15	2	-4	-9	-6	Cc1c(Cl)c(C(F)(F)F)nn1CC(=O)NCc1ccccc1

In the list so far, 2 have an NH in an aromatic ring.
TRHR agonist	TRHR enhancer	RXFP1 agonist	Apoferritin bind	D1 antagonist	D1 agonist	D2 PAM	RXFP1 antagonist	D1 potentiator	smiles
2.1	-11	-0.7%	-18%	17	6	14	-34	4	CC1=NN(c2ccc(Cl)cc2)C(=O)C1C(c1cccc(O)c1)c1c(C)[nH]n(-c2ccc(Cl)cc2)c1=O (stereo not given)
0.4	0	0.6%	-4%	-5	2	1	-1	2	CC(=O)Nc1ccc(Cc2nc3ccccc3[nH]2)cc1

Compound profiles (already shown). Order of values: TRHR agonist, TRHR enhancer, RXFP1 agonist, Apoferritin bind, D1 antagonist, D1 agonist, D2 PAM, RXFP1 antagonist, D1 potentiator
CN(C)CCNC(=O)c1onc(CSc2ccc(F)cc2)c1C(=O)NCCN(C)C across the screens: 0.4, 4, 2.4%, -6%, 35, 4, 3, ., 3
COc1cccc(CCNC(=O)CCCC(=O)c2ccccc2)c1 across the screens: 0.7, -1, 0.4%, -7%, -3, 1, 15, -6, 0
CCN(c1ncnc2c1cnn2-c1cccc(Cl)c1)C1CCCCC1 across the screens: -0.4, -5, -1.0%, 16%, -5, -3, 7, -6, 2

Entries listed above shown as hits in D1 antagonist.
TRHR agonist	TRHR enhancer	RXFP1 agonist	Apoferritin bind	D1 antagonist	D1 agonist	D2 PAM	RXFP1 antagonist	D1 potentiator	smiles
0.0	3	1.0%	-2%	-30*	1	-18	4	-12	Cc1cccc(C(=O)NC2CC3CCCC(C2)N3Cc2ccccc2)c1 (stereo not given)

Other results
TRHR agonist	TRHR enhancer	RXFP1 agonist	Apoferritin bind	D1 antagonist	D1 agonist	D2 PAM	RXFP1 antagonist	D1 potentiator	smiles
0.7	0	0.0%	-5%	-13	-2	.	-1	-2	CCc1ccc(NC(=O)CC2C(=O)N(c3ccc(Cl)cc3)C(=O)N2Cc2ccco2)cc1 (stereo not given)
0.1	-5	1.2%	-7%	-6	4	4	-2	2	CCCC(=O)Nc1ccc(C=C(C(C)=O)C(C)=O)cc1
-0.6	3	0.3%	4%	5	4	.	-12	-2	CCNc1ccc([N+](=O)[O-])cc1
-0.8	4	1.4%	-10%	-1	1	0	-1	-10	CCc1ccc(NC(=S)Nc2ccc3[nH]c(=O)[nH]c3c2)cc1
-0.2	2	-0.3%	.	-4	2	11	2	-7	Cc1ccc(OCCC(=O)NNC(=O)c2ccccc2F)cc1
-0.1	-2	-0.8%	-17%	-9	1	-4	-5	-2	CC(=O)Nc1ccccc1NC(=O)C/C(C)=N/NC(=O)C(=O)Nc1cccc(Cl)c1C
-1.2	-4	2.2%	-20%	-12	0	0	-21	4	O=C(c1ccccc1Sc1ccc([N+](=O)[O-])cc1Cl)N1CCOCC1
0.1	4	1.5%	-8%	4	1	1	6	0	CCNC(=S)N1CCC(C(N)=O)CC1
0.8	7	-0.1%	-2%	-4	3	-6	2	1	CC1CCN(C(=O)CN(Cc2ccc(F)cc2)S(C)(=O)=O)CC1
0.0	1	-0.2%	-13%	-25	2	3	-7	-1	CCOc1ccccc1C1CC(c2ccc(F)cc2)Nc2nc(N)nn21 (stereo not given)
-1.0	8	-2.2%	-10%	-42*	16	.	-6	-3	COc1ccc(C(=O)N2CCC(C(=O)Nc3ccc(Cl)cc3)CC2)cc1
-0.3	17	-0.3%	5%	23	1	10	1	5	COc1ccc(Nc2nc(NCC3CCCO3)nc(N)c2[N+](=O)[O-])cc1 (stereo not given)
-1.1	-1	1.0%	-16%	0	1	.	-17	0	CCN(CC)C(=O)C(=O)c1cn(CC(=O)N2CCc3ccccc3C2)c2ccccc12
0.1	-3	-0.4%	12%	7	1	.	-1	-5	COc1ccc(/C=N/NC(=O)c2cc[n+]([O-])cc2)cc1
0.4	4	1.9%	-2%	-3	6	-12	-19	6	COc1cc2c(cc1OC)C(c1ccc(O)cc1)NCC2 (stereo not given)
0.0	6	-1.1%	-3%	-8	3	5	-6	-1	CC1(C)CC(=O)C2=C(C1)OC(N)=C(C#N)C2c1ccc2c(c1)OCO2 (stereo not given)
-0.3	-1	-2.1%	-16%	-8	0	13	1	-1	CCOc1ccc(NC(=O)Cn2nc3c(cc2=O)CC(C)CC3)cc1 (stereo not given)
-0.2	5	8.3%	-5%	4	4	5	9	1	Cc1ccc2c(c1)=C(c1sc(N(C)c3ccc(O)cc3)nc1O)C(=O)N=2
-0.4	-6	1.4%	?	10	-2	3	-5	-2	CC(=O)Nc1ccc(N2CCCC(C)C2)c([N+](=O)[O-])c1 (stereo not given)
-0.6	-4	-0.6%	-13%	-15	1	7	1	-1	Nc1nc2c(s1)COc1ccccc1-2
-0.3	2	2.1%	-8%	5	0	-9	0	-5	Cc1ccc(CCN2CC(C(=O)NCCc3ccccc3)CC2=O)cc1 (stereo not given)
0.3	3	5.5%	-9%	-4	11	12	-5	0	O=C(NC(c1ccccc1)C(Cl)Cl)c1ccccc1 (stereo not given)
0.5	-3	-0.2%	?	-3	2	-3	-16	0	COC(=O)c1cccc(Cn2c(Cl)c(/C=N/NC(=O)c3ccco3)sc2=O)c1
-1.3	3	-2.5%	-10%	-13	2	.	-1	5	CCOC(=O)Cn1c(=O)c(-c2ccccc2NC)nc2ccccc21

Among those listed so far, these contain a cyano group.
TRHR agonist	TRHR enhancer	RXFP1 agonist	Apoferritin bind	D1 antagonist	D1 agonist	D2 PAM	RXFP1 antagonist	D1 potentiator	smiles
-0.9	-3	-1.0%	.	10	0	2	.	5	N#Cc1ccc(C(=O)Nc2cc(-c3ccccc3)nn2-c2ccccc2)cc1
0.1	-1	0.0%	-18%	5	-1	-4	7	-2	CN(C1CCCCC1)S(=O)(=O)c1cccc(C#N)c1
0.0	6	-1.1%	-3%	-8	3	5	-6	-1	CC1(C)CC(=O)C2=C(C1)OC(N)=C(C#N)C2c1ccc2c(c1)OCO2 (stereo not given)

Screening results: PubChem, National Center for Advancing Translational Sciences (NCATS)
